High-throughput results from PubChem.
hcDAF12 agonist = H. contortus DAF-12 activation, primary screen | HEK293 hcDAF-12 lit1-tk-luc reporter, luminescence; 0% DMSO, 100% Δ7-dafachronic acid | activation, % at 6.8 µM | 370,000 compounds, 1.4% hits | AID 652067;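 active = activation above the mean of all tested compounds plus 3 SD, cut at about 5.5% in these data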;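 also: 100% = response to 3 µM Δ7-dafachronic acid high control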
ADAM17 inh = inhibits human ADAM17 | AID 720648 | inhibition, % at 6.95 µM | recombinant ADAM17, EDANS/DABCYL FRET peptide cleavage | P78536 | 370,000 compounds, 0.83% hits;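 active = inhibition above the mean of compounds lying between control limits plus 3 SD, set per campaign, cut at about 8.5% in these data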;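 also: 0% = DMSO-only wells as the low control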
PLCb3 inh = blocks human PLC-beta3 enzyme activity. Purified PLC-beta3, fluorogenic substrate, fluorescence. inhibition, % at 12.2 µM. 370,000 compounds, 0.18% hits; in the data active = inhibition above about 11%;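 also: 0% = median of compound wells on plate and 100% = full blocker control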
DAX1 inh-1 = DAX1 (NR0B1) inhibition, primary screen. HEK293T StAR-luciferase reporter, SF-1/DAX-1 repression relief. AID 652010. inhibition, % at 6.8 µM. 370,000 compounds, 1.1% hits;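 active = inhibition above the mean over all tested compounds plus 3 SD, cut at about 3.6% in these data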;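 also: 0% = DAX-1 cells with DMSO and 100% = cells lacking DAX-1 with DMSO; higher inhibition means more luminescence from relief of DAX-1 repression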
SMARCA2 activ = activators of SMARCA2 function | MG213 cells, MMTV-luciferase reporter, dexamethasone, overnight | activation, % at 9.1 µM | 370,000 compounds, 1% hits; in the data active = activation above about 7.8%;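 also: 0% = vehicle wells and 100% = reference activator wells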
PLCg1 inh = inhibitors of human phospholipase C gamma1. 370,000 compounds, 0.84% hits. P19174. inhibition, % at 12.2 µM. purified PLC-gamma1, fluorogenic substrate, fluorescence; in the data active = inhibition above about 9.5%
MBD2 inh = inhibitors of human MBD2 binding to methylated oligonucleotide. Q9UBB5. TR-FRET. inhibition, % at 4.4 µM. 370,000 compounds, 0.31% hits; in the data active = inhibition above about 13%
hgDAF12 agonist = hgDAF-12 agonism, primary luciferase screen; HEK293 GAL4-hgDAF12 UAS-luciferase reporter, agonist luminescence; normalized to butyrate control; activation, % at 6.8 µM; 370,000 compounds, 1.8% hits;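 active = activation above a cutoff set at the mean of all screened compounds plus 3 SD, cut at about 10% in these data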;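 also: 0% = DMSO wells and 100% = sodium butyrate wells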
ssDAF12 agonist = activators of S. stercoralis DAF-12 nuclear receptor | 370,000 compounds, 1% hits | activation, % at 6.8 µM | HEK293 ssDAF-12/GRIP1 lit1-tk-luc reporter, luminescence; % of 3 µM dafachronic acid response;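 active = activation above the mean over all tested compounds plus 3 SD, cut at about 0.9% in these data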;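 also: 0% = DMSO-only wells and 100% = 3 µM delta7-dafachronic acid wells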
DAX1 inh-2 = inhibitors of human orphan nuclear receptor DAX1 (NR0B1) | P51843 | 340,000 compounds, 0.99% hits | inhibition, % at 6.75 µM | HEK293 Gal4-DAX1 luciferase reporter, luminescence | AID 504766;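 active = inhibition above the mean over all tested compounds plus 3 SD, cut at about 4.2% in these data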;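 also: 0% = DAX1-transfected cells with DMSO and 100% = empty-vector control cells with DMSO; inhibition shows as a rise in luminescence from relieved DAX1 repression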
Target sequence (P51843 207-470 limits assumed): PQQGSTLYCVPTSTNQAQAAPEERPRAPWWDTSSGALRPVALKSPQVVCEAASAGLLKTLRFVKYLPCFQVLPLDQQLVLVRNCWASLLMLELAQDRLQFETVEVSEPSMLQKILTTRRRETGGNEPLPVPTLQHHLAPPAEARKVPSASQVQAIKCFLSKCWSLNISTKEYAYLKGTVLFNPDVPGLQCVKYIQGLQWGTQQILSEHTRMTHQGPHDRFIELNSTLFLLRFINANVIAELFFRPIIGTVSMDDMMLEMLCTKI
NR1D1 modulator = Rev-erb alpha (human) modulation; P20393; activity, % at 10 µM; Rev-erbα–FITC-DNA binding, fluorescence polarization, 90 min; 370,000 compounds, 0.79% hits;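 active = activity above about 14%, limit read from the data; passing the limit was not always enough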;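 also: 0% = DMSO wells with 35 nM protein and 100% = DMSO wells with 750 nM protein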
Target sequence (P20393 whole entry, looked up): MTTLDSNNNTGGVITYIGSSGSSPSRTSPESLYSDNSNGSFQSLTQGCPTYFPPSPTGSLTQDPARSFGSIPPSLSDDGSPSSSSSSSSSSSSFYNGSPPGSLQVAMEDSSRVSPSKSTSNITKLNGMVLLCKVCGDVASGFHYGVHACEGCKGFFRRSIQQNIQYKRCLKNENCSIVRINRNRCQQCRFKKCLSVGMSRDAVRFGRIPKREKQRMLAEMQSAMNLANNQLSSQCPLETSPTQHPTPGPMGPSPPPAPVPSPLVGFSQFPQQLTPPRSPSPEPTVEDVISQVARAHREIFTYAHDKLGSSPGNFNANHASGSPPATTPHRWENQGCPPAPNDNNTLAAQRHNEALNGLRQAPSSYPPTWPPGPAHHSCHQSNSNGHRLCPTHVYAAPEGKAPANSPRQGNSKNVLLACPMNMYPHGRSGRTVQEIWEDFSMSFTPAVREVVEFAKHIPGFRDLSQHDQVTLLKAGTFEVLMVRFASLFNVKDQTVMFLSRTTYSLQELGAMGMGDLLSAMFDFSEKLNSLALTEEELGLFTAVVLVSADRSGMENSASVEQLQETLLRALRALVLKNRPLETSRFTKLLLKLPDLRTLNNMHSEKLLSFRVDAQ
Numbers without * were called inactive.

Sample of the layout (two entries):
O=C(CCN1C(=O)c2ccccc2C1=O)OCn1nnc2ccccc2c1=O was read as hcDAF12 agonist -1.5, ADAM17 inh -9, PLCb3 inh -2, DAX1 inh-1 0.6, SMARCA2 activ 2, PLCg1 inh -1, MBD2 inh -7, hgDAF12 agonist 1.3, ssDAF12 agonist -1.1, DAX1 inh-2 0.3 and NR1D1 modulator -4.
For Cc1ccoc1C(=O)Nc1cccc2ccccc12 the results were hcDAF12 agonist 0.9, ADAM17 inh -3, PLCb3 inh -7, DAX1 inh-1 0.8, SMARCA2 activ 2, PLCg1 inh -3, MBD2 inh -6, hgDAF12 agonist 3.9, ssDAF12 agonist -0.3, DAX1 inh-2 0.3 and NR1D1 modulator -3.

This part in full, previewed entries included:
O=C(CCN1C(=O)c2ccccc2C1=O)OCn1nnc2ccccc2c1=O was read as hcDAF12 agonist -1.5, ADAM17 inh -9, PLCb3 inh -2, DAX1 inh-1 0.6, SMARCA2 activ 2, PLCg1 inh -1, MBD2 inh -7, hgDAF12 agonist 1.3, ssDAF12 agonist -1.1, DAX1 inh-2 0.3 and NR1D1 modulator -4.
For Cc1ccoc1C(=O)Nc1cccc2ccccc12 the results were hcDAF12 agonist 0.9, ADAM17 inh -3, PLCb3 inh -7, DAX1 inh-1 0.8, SMARCA2 activ 2, PLCg1 inh -3, MBD2 inh -6, hgDAF12 agonist 3.9, ssDAF12 agonist -0.3, DAX1 inh-2 0.3 and NR1D1 modulator -3.
`O=C(CCC(=O)N(CC(=O)NC1CCCC1)Cc1ccccc1)Nc1nccs1` gave hcDAF12 agonist -1.5, ADAM17 inh 0, PLCb3 inh -4, DAX1 inh-1 -0.5, SMARCA2 activ 1, PLCg1 inh 3, MBD2 inh -1, hgDAF12 agonist -2.8, ssDAF12 agonist -1.5, DAX1 inh-2 -0.8 and NR1D1 modulator 4.
CC(C)(C)OC(=O)N1CCC(c2c(C(=O)O)cnn2-c2ccccc2Cl)CC1 was read as hcDAF12 agonist -0.1, ADAM17 inh 3, PLCb3 inh 2, DAX1 inh-1 -0.3, SMARCA2 activ 5, PLCg1 inh 5, MBD2 inh -3, hgDAF12 agonist -0.7, ssDAF12 agonist -0.8, DAX1 inh-2 1.7 and NR1D1 modulator -4.
`CCCCN(C(=O)CCC(=O)Nc1cc(C)on1)C(C(=O)NC1CCCC1)c1ccc(F)cc1` (stereo not given) gave hcDAF12 agonist 0.5, ADAM17 inh -4, PLCb3 inh -10, DAX1 inh-1 -0.3, SMARCA2 activ -3, PLCg1 inh -1, MBD2 inh 2, hgDAF12 agonist -2.2, ssDAF12 agonist -0.5, DAX1 inh-2 1.2 and NR1D1 modulator 2.
CCOc1ccc(CNC(=S)NCc2ccc(OCC)cc2)cc1 was read as hcDAF12 agonist 0.3, ADAM17 inh -2, PLCb3 inh -2, DAX1 inh-1 -0.4, SMARCA2 activ -1, PLCg1 inh 1, MBD2 inh 4, hgDAF12 agonist 2.7, ssDAF12 agonist -0.8, DAX1 inh-2 -0.8 and NR1D1 modulator 7.
Screening COc1ccc(CC(=O)OCC(=O)Nc2ccc3[nH]c(=O)[nH]c3c2)cc1OC returned hcDAF12 agonist -0.6, ADAM17 inh -1, PLCb3 inh 3, DAX1 inh-1 0.3, SMARCA2 activ -1, PLCg1 inh 4, MBD2 inh -6, hgDAF12 agonist -1.9, ssDAF12 agonist -1.1, DAX1 inh-2 1.2 and NR1D1 modulator 1.
CC1=C(C(=O)Nc2ccccc2)C(c2cccs2)n2nnnc2N1 (stereo not given) was read as hcDAF12 agonist -1.5, ADAM17 inh -4, PLCb3 inh 0, DAX1 inh-1 -0.5, SMARCA2 activ 0, PLCg1 inh 0, MBD2 inh 3, hgDAF12 agonist 3.4, ssDAF12 agonist -0.2, DAX1 inh-2 0.7 and NR1D1 modulator -5.
`CC(C)=CCC/C(C)=C/CNC(=O)C[C@H]1C[C@H](C(=O)N2CCCCC2)[C@@]2(CCc3ccccc3)c3[nH]c4cc(CCC(=O)N(C)C)ccc4c3CCN2C1=O` gave hcDAF12 agonist -1.1, ADAM17 inh -3, PLCb3 inh -4, DAX1 inh-1 1.3, SMARCA2 activ -5, PLCg1 inh -2, MBD2 inh 5, hgDAF12 agonist 6.1, ssDAF12 agonist 0.0, DAX1 inh-2 0.1 and NR1D1 modulator -3.
`N#C/C(=N\Nc1ccc(Cl)cc1)C(=O)c1ccsc1` gave hcDAF12 agonist -1.4, ADAM17 inh -4, PLCb3 inh 1, DAX1 inh-1 -0.6, SMARCA2 activ -8, PLCg1 inh 1, MBD2 inh 1, hgDAF12 agonist -2.4, ssDAF12 agonist -1.3, DAX1 inh-2 -3.0 and NR1D1 modulator 3.
CCOC(=O)N1CCN(C(=O)CC(=O)Nc2ccc3nc4n(c(=O)c3c2)CCCCC4)CC1 was read as hcDAF12 agonist -1.6, ADAM17 inh -5, PLCb3 inh -4, DAX1 inh-1 0.6, SMARCA2 activ 1, PLCg1 inh -1, MBD2 inh -3, hgDAF12 agonist -0.2, ssDAF12 agonist -1.6, DAX1 inh-2 1.1 and NR1D1 modulator -3.
Screening CCOC(=O)C1=C(C)Nc2ccccc2N=C1NC(=O)C(CC)c1ccccc1 (stereo not given) returned hcDAF12 agonist 0.0, ADAM17 inh 1, PLCb3 inh 9, DAX1 inh-1 0.6, SMARCA2 activ -5, PLCg1 inh 7, MBD2 inh 4, hgDAF12 agonist -3.0, ssDAF12 agonist -0.1, DAX1 inh-2 0.2 and NR1D1 modulator -2.
`COc1cccc(-c2cc(C(=O)Nc3c(C)n(C)n(-c4ccccc4)c3=O)no2)c1` gave hcDAF12 agonist -1.2, ADAM17 inh -1, PLCb3 inh 2, DAX1 inh-1 -0.9, SMARCA2 activ -1, PLCg1 inh -2, MBD2 inh -4, hgDAF12 agonist 1.1, ssDAF12 agonist -1.2, DAX1 inh-2 -0.4 and NR1D1 modulator 0.
For Cn1c(SCC(=O)Nc2ccc3c(c2)OCCO3)nnc1-c1cccnc1 the results were hcDAF12 agonist -2.2, ADAM17 inh -2, PLCb3 inh -6, DAX1 inh-1 0.5, SMARCA2 activ 1, PLCg1 inh -2, MBD2 inh -3, hgDAF12 agonist 0.8, ssDAF12 agonist -1.1, DAX1 inh-2 -0.1 and NR1D1 modulator 0.
For COc1cccc(CNC(=O)[C@@H]2CCCN2C(=O)[C@H]2CCCCN2C(=O)c2ccc(Cl)cc2)c1 the results were hcDAF12 agonist -0.9, ADAM17 inh -6, PLCb3 inh -1, DAX1 inh-1 -0.9, SMARCA2 activ -8, PLCg1 inh 1, MBD2 inh -3, hgDAF12 agonist -1.3, ssDAF12 agonist -1.8 and NR1D1 modulator 8.
O=C(Nc1ccccc1)c1nc[nH]c1C(=O)NCCCCNC(=O)c1[nH]cnc1C(=O)Nc1ccccc1 was read as hcDAF12 agonist 1.1, ADAM17 inh 1, PLCb3 inh 1, DAX1 inh-1 0.8, SMARCA2 activ -1, PLCg1 inh 1, MBD2 inh -3, hgDAF12 agonist 1.2, ssDAF12 agonist -0.1, DAX1 inh-2 -1.0 and NR1D1 modulator 1.
Screening CCC(C)(C)NC(=O)C(c1cccnc1)N(C(=O)c1csnn1)c1ccc(C)cc1 (stereo not given) returned hcDAF12 agonist 0.1, ADAM17 inh -4, PLCb3 inh 2, DAX1 inh-1 -0.4, SMARCA2 activ 1, PLCg1 inh 1, MBD2 inh 6, hgDAF12 agonist -1.4, ssDAF12 agonist 0.2, DAX1 inh-2 -0.4 and NR1D1 modulator 2.
Screening COc1ccc(NCCC(O)c2ccc(Cl)cc2)cc1 (stereo not given) returned hcDAF12 agonist -0.5, ADAM17 inh -3, PLCb3 inh -24, DAX1 inh-1 0.3, SMARCA2 activ 0, PLCg1 inh -1, MBD2 inh -5, hgDAF12 agonist 1.1, ssDAF12 agonist -0.9, DAX1 inh-2 0.8 and NR1D1 modulator 0.
`c1ccc(CCc2ccccc2-c2nc(-c3ccccn3)no2)cc1` gave hcDAF12 agonist -0.4, ADAM17 inh 1, PLCb3 inh 1, DAX1 inh-1 0.5, SMARCA2 activ 4, PLCg1 inh 5, MBD2 inh 3, hgDAF12 agonist 1.9, ssDAF12 agonist -0.3, DAX1 inh-2 0.0 and NR1D1 modulator 1.
Screening O=C(COC(=O)c1ccc(Cl)nc1)Nc1ncc(Cl)cc1Cl returned hcDAF12 agonist -0.4, ADAM17 inh -11, PLCb3 inh -4, DAX1 inh-1 1.6, SMARCA2 activ 1, PLCg1 inh -4, MBD2 inh 0, hgDAF12 agonist 1.6, ssDAF12 agonist -0.7, DAX1 inh-2 0.4 and NR1D1 modulator 1.
`CCCCCOc1ccc(CN2CCOCC2)cc1Cl` gave hcDAF12 agonist 3.4, ADAM17 inh -2, PLCb3 inh 0, DAX1 inh-1 1.1, SMARCA2 activ 2, PLCg1 inh 2, MBD2 inh -2, hgDAF12 agonist 8.1, ssDAF12 agonist -0.5, DAX1 inh-2 2.2 and NR1D1 modulator -2.
Screening Cc1cc(O)c(N=Nc2ccc(C(=O)O)cc2)cc1C returned hcDAF12 agonist 3.0, ADAM17 inh 0, PLCb3 inh 3, DAX1 inh-1 5.2*, SMARCA2 activ 2, PLCg1 inh 4, MBD2 inh -5, hgDAF12 agonist 8.3, ssDAF12 agonist 0.1, DAX1 inh-2 4.3* and NR1D1 modulator -1.
`Cc1oc(-c2cccs2)cc1C(=O)N1CCC(C)(C(=O)NS(=O)(=O)C2CC2)C1` (stereo not given) gave hcDAF12 agonist 2.6, ADAM17 inh -18, PLCb3 inh -36, DAX1 inh-1 0.9, SMARCA2 activ -1, PLCg1 inh -16, MBD2 inh 6, hgDAF12 agonist 4.0, ssDAF12 agonist -0.8 and NR1D1 modulator -7.
CC1CCN(C(=O)COC(=O)c2ccc3c(c2)OCO3)CC1 was read as hcDAF12 agonist 1.7, ADAM17 inh -5, PLCb3 inh -6, DAX1 inh-1 1.4, SMARCA2 activ 2, PLCg1 inh -1, MBD2 inh -3, hgDAF12 agonist 12*, ssDAF12 agonist -0.7, DAX1 inh-2 1.4 and NR1D1 modulator -5.
For O=C(CN(Cc1ccc2c(c1)OCO2)C(=O)CNS(=O)(=O)c1ccccc1)NCc1ccco1 the results were hcDAF12 agonist -1.4, ADAM17 inh -3, PLCb3 inh 1, DAX1 inh-1 -0.4, SMARCA2 activ 2, PLCg1 inh 1, MBD2 inh 0, hgDAF12 agonist -1.8, ssDAF12 agonist -0.9, DAX1 inh-2 1.4 and NR1D1 modulator -1.
CC(C(=O)c1ccccc1)[n+]1cccc(Br)c1 (stereo not given) was read as hcDAF12 agonist -0.3, ADAM17 inh -1, PLCb3 inh -3, DAX1 inh-1 0.2, SMARCA2 activ 1, PLCg1 inh 3, MBD2 inh -4, hgDAF12 agonist 0.1, ssDAF12 agonist -0.9, DAX1 inh-2 0.9 and NR1D1 modulator 5.
For CSc1ncccc1C(=O)N1CCCC(CCC(=O)NCc2ccccc2F)C1 (stereo not given) the results were hcDAF12 agonist -0.1, ADAM17 inh 0, PLCb3 inh -1, DAX1 inh-1 -0.5, SMARCA2 activ 2, PLCg1 inh 0, MBD2 inh -2, hgDAF12 agonist 0.2, ssDAF12 agonist -2.1, DAX1 inh-2 -1.2 and NR1D1 modulator 2.
For CCOc1ccc(NC(=O)Cn2nnc(-c3ccc(C(N)=O)cc3)n2)cc1S(=O)(=O)N1CCCC1 the results were hcDAF12 agonist -0.1, ADAM17 inh -6, PLCb3 inh -5, DAX1 inh-1 0.7, SMARCA2 activ 2, PLCg1 inh 2, MBD2 inh -7, hgDAF12 agonist -0.4, ssDAF12 agonist -0.3, DAX1 inh-2 -0.6 and NR1D1 modulator -2.
